MITF TRPM1 HTS: activators of MITF-driven TRPM1 promoter reporter, primary screen, cell-based, SK-MEL-5, luciferase, single point; SK-MEL-5 TRPM1-promoter luciferase, 24 h; % of positive control, neutral wells = 0; activation, % at 12.5 µM; actives 0.75% (n = 300,000); AID 588334, 2011;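 active = mean activation of at least 80% with every replicate also reaching 80%; inconclusive = mean reaches 80% but some replicate falls short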;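 also: 0% = neutral control wells and 100% = parthenolide positive control wells; values of inactives mirror those of a sister screen read the other way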
PvdQ acylase: P. aeruginosa PvdQ acylase inhibitors, primary screen, biochemical, fluorescence, plate reader and imaging, single point. purified PvdQ acylase. PvdQ acylase [Pseudomonas aeruginosa LESB58]. inhibition, % at 10 µM. actives 0.063% (n = 340,000); in the data active = inhibition above about 30%, passing the limit was not always enough; inconclusive = no clear call, values can overlap the other calls;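 also: 0% = vehicle neutral wells and 100% = reference inhibitor wells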
CAL PDZ FP-1: CAL PDZ peptide-binding inhibitors, primary screen, biochemical, fluorescence polarization, Cer-tagged CAL PDZ, HTS | Golgi-associated PDZ and coiled-coil motif-containing protein (Homo sapiens), Q9HD26 | purified CAL PDZ, TMR-peptide fluorescence polarization, 1 h | inhibition, % at 20 µM | actives 0.02% (n = 330,000) | AID 504414, 2011;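 active = highest replicate inhibition of at least 40%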;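 also: plate controls were DMSO neutral control wells for no effect and unlabeled competitor peptide control wells for full effect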
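Material: tagged CAL PDZ protein CerCALP, purified; buffer or medium: sodium phosphate/NaCl buffer pH 7.4 with TCEP, IgG, Thesit; also added: fluorescent TMR peptide probe; schedule: 1 h incubation at room temperature before polarization reading; technique: fluorescence polarization from S- and P-plane intensities, G-factor corrected; control set: unlabelled peptide and DMSO controls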
CAL PDZ FP-2: untagged CAL PDZ binding inhibitors, primary screen, biochemical, fluorescence polarization, HTS; purified CAL PDZ, TMR-peptide fluorescence polarization, 1 h; Golgi-associated PDZ and coiled-coil motif-containing protein (Homo sapiens), Q9HD26; inhibition, % at 24.9 µM; AID 602252, 2012; actives 0.92% (n = 300,000);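 active = mean inhibition of at least 30% with at least half of replicates also reaching 30%; inconclusive = no clear call, values can overlap the other calls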;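 also: 0% = DMSO neutral control and 100% = excess unlabeled competitor peptide PRC23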
SR-BI uptake up: activators of SR-BI mediated DiI-HDL uptake, primary screen, ldlA[mSR-BI] CHO cells, DiI fluorescence; actives 0.096% (n = 320,000); AID 504775, 2011; 3 h; 100 = double the neutral-control signal; activation, % at 12.5 µM;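 active = mean replicate activation of at least 60% and every replicate at or above 60%; inconclusive = mean or all-replicate condition met, but not both; inactive = mean below 60% and not all replicates reaching 60%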;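 also: 0% = median plate neutral-control signal and 100% = twice that signal; values of inactives mirror those of a sister screen read the other way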
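Material – SR-BI-overexpressing, LDLR-lacking CHO cells · Medium – BSA-supplemented, HEPES-buffered Ham's F12, pH 7.4 · Doses – single concentration · Times – compound with DiI-HDL co-incubation, 3 h at 37 °C · Measured by – bottom-read fluorescence, 550/595 nm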
SR-BI HDL uptake: inhibitors of SR-BI mediated HDL lipid uptake, primary screen, ldlA[mSR-BI] cells, fluorescence, single point; ldlA[mSR-BI] CHO cells, DiI-HDL uptake fluorescence, 3 h; inhibition, % at 12.5 µM; actives 0.96% (n = 320,000); Scavenger receptor class B member 1 (Mus musculus), Q61009;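 active = mean replicate inhibition of at least 70% and a set share of replicates each scoring 70 or more; inconclusive = meets just one of the two criteria; inactive = fails both criteria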;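 also: 0% = median of neutral control wells and 100% = median of positive control wells; values of inactives mirror those of a sister screen read the other way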
Target sequence (Q61009 whole entry, looked up): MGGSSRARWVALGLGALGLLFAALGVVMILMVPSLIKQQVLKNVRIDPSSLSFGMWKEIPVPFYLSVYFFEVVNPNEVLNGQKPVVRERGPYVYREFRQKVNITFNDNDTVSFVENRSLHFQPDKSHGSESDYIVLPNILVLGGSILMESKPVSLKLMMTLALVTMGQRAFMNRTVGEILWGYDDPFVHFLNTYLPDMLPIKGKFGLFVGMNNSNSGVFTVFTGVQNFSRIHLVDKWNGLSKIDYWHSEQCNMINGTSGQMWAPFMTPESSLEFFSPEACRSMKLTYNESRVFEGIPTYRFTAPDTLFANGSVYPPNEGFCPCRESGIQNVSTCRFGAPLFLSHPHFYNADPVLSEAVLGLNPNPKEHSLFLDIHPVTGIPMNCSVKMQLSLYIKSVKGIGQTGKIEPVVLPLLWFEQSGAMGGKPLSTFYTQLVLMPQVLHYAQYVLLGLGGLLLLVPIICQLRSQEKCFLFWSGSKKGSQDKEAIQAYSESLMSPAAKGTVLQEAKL
Rtt109 Vps75: inhibitors of C. albicans Rtt109/Vps75 HAT, primary screen, biochemical, ThioGlo CoA-SH fluorescence, plate reader | Histone acetyltransferase RTT109 (Candida albicans (strain SC5314 / ATCC MYA-2876)), … | purified Rtt109/Vps75, 4 h | inhibition, % at 34.9 µM | actives 0.16% (n = 330,000);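 active = inhibition of at least 50% in every replicate; inconclusive = best replicate reaches 50% inhibition but some replicates fall short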
Target sequence (Q5AAJ8 whole entry, looked up): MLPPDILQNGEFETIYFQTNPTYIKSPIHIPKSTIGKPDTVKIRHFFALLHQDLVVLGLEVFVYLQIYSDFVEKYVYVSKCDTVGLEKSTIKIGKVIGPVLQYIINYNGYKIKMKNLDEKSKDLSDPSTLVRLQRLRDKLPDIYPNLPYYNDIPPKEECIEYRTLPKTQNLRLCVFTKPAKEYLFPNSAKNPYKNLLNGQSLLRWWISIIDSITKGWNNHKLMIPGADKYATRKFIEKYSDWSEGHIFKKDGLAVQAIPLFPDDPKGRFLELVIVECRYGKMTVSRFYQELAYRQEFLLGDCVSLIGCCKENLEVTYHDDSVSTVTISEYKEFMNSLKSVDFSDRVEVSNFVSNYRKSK
NSD2 inh: NSD2 histone methyltransferase inhibitors, primary screen, biochemical, AlphaScreen, single concentration, set 2. Histone-lysine N-methyltransferase NSD2 (Homo sapiens), O96028. NSD2 peptide methylation, 120 min. inhibition, % at 12.5 µM. actives 0.54% (n = 310,000); in the data active = inhibition above about 50%
PfHsp90 set2: growth inhibition of PfHsp90-expressing yeast, primary screen, antimalarial PfHsp90 inhibitor project, S. cerevisiae, BacTiter-Glo luminescence, single point, set 2; BacTiter-Glo ATP, 48 h; yeast lacking PDR1 and PDR3 efflux regulators; inhibition, % at 9.4 µM; actives 0.32% (n = 310,000); AID 504621, 2011;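 active = every replicate shows inhibition above about 80%, whatever the replicate mean, limit read from the data; inconclusive = mean inhibition reaches the set limit but some replicate falls short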;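 also: 0% = DMSO neutral controls and 100% = 20 µM radicicol positive controls; yeast relying on Plasmodium falciparum Hsp90 in place of its own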
dFosB activator: activators of delta FosB homodimer, primary screen, biochemical, fluorescence polarization, TAMRA-CDK5 oligo, single point; Protein FosB (Mus musculus), P13346; purified delta FosB; percent of positive-control signal above neutral wells; activation, % at 25 µM; actives 0.99% (n = 340,000); AID 493131, 2011;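 active = mean activation above about 17%, with every replicate also reaching it, limit read from the data, passing the limit was not always enough; inconclusive = only one of the two conditions met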;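 also: fluorescence polarization rise as delta FosB binds a TAMRA Cdk5 AP-1 oligo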
An asterisk follows results filed as active; ? = inconclusive; . = not tested or not shown.

SMILES	MITF TRPM1 HTS	PvdQ acylase	CAL PDZ FP-1	CAL PDZ FP-2	SR-BI uptake up	SR-BI HDL uptake	Rtt109 Vps75	NSD2 inh	PfHsp90 set2	dFosB activator
Cc1cc2c(NC(=O)Nc3ccc(C(C)(C)C)cc3)cccc2nn1	-10	2	-4.3	.	-28	28	-4	5	40	7
CCCCC(CC)C(=O)Nc1ccc(Nc2ccccc2)cc1 (configuration not stated)	14	-4	-1.2	-1	-2	2	0	15	17	0
Cc1ccc(NC(=O)CSc2nc3ccccc3c(=O)n2CC2CCCO2)cc1 (configuration not stated)	9	-12	-2.0	-2	10	-10	5	-1	6	-8
O=C(CN(CCc1ccccc1)S(=O)(=O)c1ccc(Br)cc1)N/N=C/c1ccc2c(c1)OCO2	13	-16	-0.3	1	22	-22	3	0	-2	-1
C=CCN(Cc1cccc(OC)c1OC)C(=O)Oc1ccccc1	-4	-4	-1.8	-7	-10	10	-4	-3	-6	-9
Cc1nn(-c2ccccc2)c(C)c1C(=O)N1CCN(S(=O)(=O)c2ccccc2)CC1	-10	-2	-1.3	-4	8	-8	5	-2	-2	-9
Cc1cc(N/N=C/c2cccc([N+](=O)[O-])c2)nc(-n2nc(C)cc2C)n1	-23	5	-1.0	-20	-48	48	-5	.	2	-4
CSc1ccc(/C=C/c2cc(=O)c3ccccc3[nH]2)cc1	-9	-11	-3.4	-2	33	-33	-18	0	11	-2
COc1ccc(C2CC(c3ccc(C)cc3)Nc3nc(N)nn32)cc1 (configuration not stated)	.	-4	0.1	-2	18	-18	-7	-1	-31	2
C(=N\N(c1ccccc1)c1ccccc1)/c1ccc(N2CCOCC2)s1	-4	-10	-2.3	-2	-33	33	-8	0	-16	-3
Cc1ccc(/C=N/NC(=O)CCSc2ccccc2)cc1	17	-16	-2.7	-4	12	-12	8	-3	1	-9
CCCc1c(C(=O)N/N=C(\C)CCc2ccc(OC)cc2)nnn1-c1nonc1N	5	-18	-2.5	-1	-7	7	-5	0	20	-4
O=C(Nc1cc(S(=O)(=O)N2CCOCC2)ccc1N1CCCC1)c1cc(=O)[nH]c2ccccc12	-6	-9	-1.7	0	23	-23	4	4	-5	0
Cc1csc(SCC(=O)Nc2oc(C)c3c(C)n[nH]c(=O)c23)n1	-8	13	-1.8	-1	22	-22	-7	-2	.	-2
COc1cc(/C=N/N=C(\N)c2nonc2N)cc(OC)c1OC	-1	-2	-1.9	0	-31	31	4	-1	26	2
C=CCNC(=O)C(=O)NCCOc1ccccc1Cl	1	-17	-0.9	-1	2	-2	.	-2	-15	-4
C/C(Nc1cccc(F)c1)=C(/C#N)C(N)=O	12	-7	-2.4	-1	22	-22	0	-1	20	5
COc1ccc(CCSc2nnc(C3CCCCC3)n2N)cc1	5	7	-0.2	-4	6	-6	6	0	9	3
CN(C)c1ccc(P(=O)(OC2CCCCC2)C(O)c2ccccn2)cc1 (configuration not stated)	.	-13	1.2	2	-3	3	-15	-2	10	-3
CCOC(=O)C1(C(F)(F)F)N=C(c2cccnc2)OC(N2CCCCC2)=N1 (configuration not stated)	1	-7	-0.7	3	-7	7	-9	-1	-6	1
COc1cccc(C=Nc2ccc(N3CCOCC3)cc2)c1O	.	-10	0.5	-7	-20	20	-5	1	2	7
Cc1cccn2c(=O)c(C=O)c(Sc3ncccn3)nc12	-21	3	-7.9	-3	16	-16	4	18	11	6
CC1=C(C(=O)N2CCOCC2)C(c2c(C)cc(C)cc2C)NC(=S)N1 (configuration not stated)	2	1	-2.6	-4	13	-13	9	-1	-4	-8
COc1ccc(CNC(=O)CSc2nnc3c(Cl)cc(C(F)(F)F)cn23)cc1OC	-16	-2	2.4	1	16	-16	0	0	16	1
O=[N+]([O-])c1ccc2c(c1)C(N1CCOCC1)/C(=C/C1(O)CCCCC1)O2 (configuration not stated)	-7	-4	-1.3	0	-22	22	5	31	.	-9
CS(=O)(=O)c1ccc(Cl)c(NC(=O)CSc2nc3ccccc3c(=O)n2CCCN2CCOCC2)c1	-4	-10	-2.5	-3	13	-13	-4	2	-22	-11
CCOc1ccc2nc(NC(NC(C)=O)(C(=O)OC)C(F)(F)F)sc2c1 (configuration not stated)	2	0	-0.2	.	7	-7	1	-4	-5	-4
CC(=O)NCCC(=O)Nc1cc(S(=O)(=O)N2CCOCC2)ccc1Oc1ccc(F)cc1	1	-11	-2.2	0	17	-17	-4	10	-15	3
COc1ccc(-n2nnnc2-c2nc3ccccc3s2)cc1	13	-6	-0.8	-4	-38	38	1	-3	5	9
Cc1cc(N2CCN(C)CC2)nc2ccc(NC(=O)CCC(=O)NCCCOC(C)C)cc12	0	-11	-2.3	1	5	-5	1	2	12	-1
COc1ccc(S(=O)(=O)NCCCCOc2ccc(Cl)cc2)cc1	-6	14	-1.1	3	10	-10	8	-7	-32	-10
NC(=O)CCC(=O)N1CCCC(C(=O)c2ccc(C(F)(F)F)cc2)C1 (configuration not stated)	-3	-3	-0.2	-3	-5	5	14	0	-9	6
Cc1ccc(S(=O)(=O)N/N=C/c2ccc(C#N)cc2)cc1	-11	-19	-2.2	-1	-3	3	.	0	-9	0
CCc1ccc(S(=O)(=O)N2CCN(C(=O)C3CCN(C(C)=O)CC3)CC2)cc1	3	-7	-2.1	-2	12	-12	0	0	-200	-1
COC(=O)c1cn(CC(=O)N2CCCCCC2)c2ccccc12	-7	-3	.	-7	-8	8	7	1	-16	-5
COC(=O)[C@@H]1C[C@@H](C(=O)O)[C@H](C)C1(C)C	-2	-9	0.8	43*	22	-22	1	.	12	1
CN(c1ccc([N+](=O)[O-])cc1C(=O)Nc1ccccc1)C1CCCCC1	7	-6	1.9	.	-25	25	10	2	24	-2
Cc1noc(C)c1CSCC(=O)N(C)CC(=O)Nc1ccc(F)c(F)c1F	14	-9	-2.0	0	-19	19	-8	-3	15	2
Cc1ccc(-c2cc(-c3ccco3)c3c(N)c(C(=O)NN)oc3n2)cc1	-17	13	-0.1	-5	-78	78*	4	1	22	-19
O=C(O)COc1ccc(/C=N/NC(=O)c2cccc3ccccc23)cc1	0	2	-2.0	-7	.	.	5	-4	0	-6
CCN(C[C@H]1N[C@@](C)(C(=O)OC)[C@H]2C(=O)N(C)C(=O)[C@@H]12)S(=O)(=O)c1ccccc1	-3	-5	-0.8	-3	-5	5	5	.	-4	-3
COc1ccc(C)cc1NC(=O)COC(=O)c1ccccc1SCC(=O)N1CCCC1	-1	-16	-3.0	-4	-32	32	2	1	-1	3
Cc1cc(NC(=O)CSc2ccc3nnc(CCNS(=O)(=O)c4ccccc4)n3n2)no1	-1	-3	-2.4	-4	24	-24	.	-2	11	3
O=C1NCCCCC1NS(=O)(=O)c1ccc(F)c(F)c1 (configuration not stated)	7	1	-0.7	110*	9	-9	7	0	0	0
CC(=O)c1cc(CC=C(C)C)c(O)cc1O	.	-4	-1.2	.	24	-24	7	3	-37	-8
CC1CCc2[nH]c3ccc(C(=O)N(C)CC(=O)Nc4ccc(F)cc4)cc3c2C1 (configuration not stated)	-1	-7	-3.6	-2	-15	15	18	3	-8	-5
O=C1CCC[C@@H]2Cc3[nH]c4c(Cl)ccc(Cl)c4c3[C@@H]3CCN1[C@H]23	2	-3	0.7	-1	-33	33	4	.	15	1
Cc1ccc2cccc(OCCCOc3ccccc3F)c2n1	19	-8	-0.9	1	-23	23	0	8	-10	-28
Cc1cc(=O)oc2cc(OCC(=O)OC(C)C(=O)NC3CCCC3)ccc12 (configuration not stated)	3	-11	-1.3	8	19	-19	-1	-6	-24	-3
Cc1ccc(F)cc1NC(=O)Cc1ncc(C(F)(F)F)cc1Cl	.	-14	-0.3	-1	-12	12	0	-1	-23	12

Next entries follow.
SMILES	MITF TRPM1 HTS	PvdQ acylase	CAL PDZ FP-1	CAL PDZ FP-2	SR-BI uptake up	SR-BI HDL uptake	Rtt109 Vps75	NSD2 inh	PfHsp90 set2	dFosB activator
COc1cc(/C=C(\C#N)c2nc3ccccc3[nH]2)ccc1O	.	-2	-1.1	-2	-29	29	-2	6	-14	-14
CCOc1ccc2nc(SCC(=O)NC3CCCc4ccccc43)sc2c1 (configuration not stated)	-15	3	-0.6	-2	-35	35	4	0	13	?
COc1ccc(CN(C)C(=O)c2ccc(OCC(=O)N3CCOCC3)c(OC)c2)cc1	13	-9	0.9	-2	-23	23	-4	1	-12	1
CC1=NCCN1S(=O)(=O)c1ccc(Br)c(C)c1	.	-7	.	-7	20	-20	-4	3	.	-2
COc1ccc(N2CCN(S(=O)(=O)c3ccc(OC)c(C(=O)N4CCOCC4)c3)CC2)cc1	.	-3	-2.4	0	.	.	3	-1	-16	-2
COc1ccc(N2CCN(C(=O)CCNS(=O)(=O)c3ccc(Br)s3)CC2)cc1	-15	-6	-0.4	.	-7	7	8	.	-1	0
CCC(=O)Nc1ccc(C(=O)COC(=O)CCN2C(=O)C3CC=CCC3C2=O)cc1 (configuration not stated)	-9	0	0.1	-2	-10	10	0	-1	7	-11
O=C(NCc1ccccc1Cl)C1CCCN(c2ncnc3c2nc2n3CCCCC2)C1 (configuration not stated)	-9	5	-1.8	3	-4	4	6	1	8	-11
CC(C)N1C(=O)CC(Nc2cccc3cccc(N)c23)C1=O (configuration not stated)	-2	-12	-0.1	0	-5	5	4	7	-17	-14

Two compounds picked at random from those above, as already listed:
SMILES	MITF TRPM1 HTS	PvdQ acylase	CAL PDZ FP-1	CAL PDZ FP-2	SR-BI uptake up	SR-BI HDL uptake	Rtt109 Vps75	NSD2 inh	PfHsp90 set2	dFosB activator
COc1ccc(N2CCN(S(=O)(=O)c3ccc(OC)c(C(=O)N4CCOCC4)c3)CC2)cc1	.	-3	-2.4	0	.	.	3	-1	-16	-2
COc1ccc(N2CCN(C(=O)CCNS(=O)(=O)c3ccc(Br)s3)CC2)cc1	-15	-6	-0.4	.	-7	7	8	.	-1	0

Assay outcomes: PubChem, Broad Institute
